From PubChem
HSP90 refold inh = HSP90 refolding inhibition in rabbit reticulocyte lysate; luciferase refolding luminescence, 3 h; inhibition, % at 5.6 µM; 290,000 compounds, 0.91% hits;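 active = inhibition above the screen-wide mean plus 3 SD, computed separately per campaign, cut at about 16% in these data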;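 note: 0% = DMSO wells and 100% = 60 µM geldanamycin wells; inhibitors lower the luminescence because luciferase stays unfolded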
GSK3beta inhib = blocks human GSK3beta kinase activity | GST-GSK3beta kinase, ADP-Glo luminescence, 60 min; hits give low values | P49841 | 300,000 compounds, 0.038% hits | activity score (negative = inhibition), % at 10 µM | AID 2097;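 active = more than half of replicate wells score below -50%, meaning over 50% inhibition versus plate controls; inconclusive = some replicates but at most half score below -50%; inactive = no replicate scores below -50%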;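 note: 0% = median DMSO wells and -100% = median GW8510 positive control wells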
Target sequence (P49841 whole entry, looked up): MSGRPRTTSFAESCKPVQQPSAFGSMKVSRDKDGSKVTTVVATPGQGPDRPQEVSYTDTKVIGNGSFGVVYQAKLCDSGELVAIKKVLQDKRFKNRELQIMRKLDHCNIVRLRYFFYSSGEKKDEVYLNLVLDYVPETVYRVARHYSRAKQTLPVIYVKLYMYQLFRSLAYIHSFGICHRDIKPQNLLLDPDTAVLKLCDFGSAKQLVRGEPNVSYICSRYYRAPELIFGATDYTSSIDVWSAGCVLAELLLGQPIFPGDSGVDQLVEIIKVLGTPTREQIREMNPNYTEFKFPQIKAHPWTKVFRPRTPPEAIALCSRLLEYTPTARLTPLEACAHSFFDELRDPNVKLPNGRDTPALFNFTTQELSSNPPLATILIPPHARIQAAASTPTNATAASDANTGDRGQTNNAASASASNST
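Assay system: GST-fused GSK3beta enzyme, cell-free / Medium: Tris pH 7.5 buffer with MgCl2, DTT, BSA, heparin / Also added: peptide substrate plus 25 µM ATP (final) / Compound: 10 µM single point / Timing: kinase reaction with compound 60 min at room temperature / Detection: ADP-Glo luminescence / Benchmarks: DMSO neutral wells and GW8510 at 20 µM as positive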
HSF1 inh = HSF1 inhibition; NIH3T3-HGL HSE-luciferase, MG132-induced, luminescence 8 h; hits give low values; activity change, negative = inhibition, % at 7.5 µM (by protocol); 300,000 compounds, 0.77% hits;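 active = more than half of replicate wells show activity change below -50%, luminescence cut by over half; inconclusive = some wells, but at most half, below -50%; inactive = no replicate well below -50%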;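 note: luciferase reports HSF-1 transcriptional activity via heat shock element; 0% = median of DMSO wells and -100% = zero luminescence signal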
HSF-1 act = increases HSF-1 driven luciferase reporter signal. NIH3T3-HGL HSF-1 luciferase reporter, MG132, 8 h; 100% = twice DMSO control signal. activation, % at 9 µM. 300,000 compounds, 1.7% hits;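 active = mean replicate activation of at least 50% with a set share of replicates each reaching 50%; inconclusive = only one of those two conditions met; inactive = mean below 50% and too few replicates reaching it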;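 note: 0% = median of the neutral control wells and 100% = twice that signal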
GSK3A inh = blocks human GSK-3 alpha kinase; ADP-Glo luminescence, 60 min; inhibition, % at 10 µM; 320,000 compounds, 0.1% hits; AID 2650;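 in the data active = inhibition above about 50%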;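 note: GST-tagged GSK-3 alpha with peptide substrate and 25 µM ATP; 0% = DMSO neutral wells and 100% = GW8510 positive control wells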
Target sequence (P49840 whole entry, looked up): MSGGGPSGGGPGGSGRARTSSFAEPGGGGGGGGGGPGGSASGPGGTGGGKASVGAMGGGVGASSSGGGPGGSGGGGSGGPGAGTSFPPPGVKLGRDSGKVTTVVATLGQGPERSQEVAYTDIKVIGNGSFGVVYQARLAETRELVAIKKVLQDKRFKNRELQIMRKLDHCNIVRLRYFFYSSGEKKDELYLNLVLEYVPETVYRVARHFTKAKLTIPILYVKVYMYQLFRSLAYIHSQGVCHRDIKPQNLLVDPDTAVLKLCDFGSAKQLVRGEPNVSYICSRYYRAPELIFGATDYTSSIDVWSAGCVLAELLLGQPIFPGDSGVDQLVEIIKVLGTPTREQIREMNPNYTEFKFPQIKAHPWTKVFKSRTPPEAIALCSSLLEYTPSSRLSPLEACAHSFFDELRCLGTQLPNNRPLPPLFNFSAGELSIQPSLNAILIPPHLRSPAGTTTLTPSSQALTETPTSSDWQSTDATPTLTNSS
AI-2 QS modul = modulates the Vibrio harveyi AI-2 quorum sensing system; Vibrio harveyi JMH597 AI-2 luminescence/OD600 ratio, 9 h; hits give low values; strain lacks LuxN and CqsS sensors; 0 = neutral-control median; activity change, % at 7.5 µM; 300,000 compounds, 0.4% hits; AID 2094; in the data active = activity change below about -75%, passing the limit was not always enough; inconclusive = no clear call, values can overlap the other calls;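 note: luminescence divided by OD600 gain over 9 h not by final OD600 alone; inactives centre near 13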
HIF act = HIF pathway transcriptional activation. activation, % at 7.5 µM (by protocol). 300,000 compounds, 0.32% hits. U2OS HRE-luciferase reporter, luminescence; normalized: DMSO 0%, desferrioxamine 100%. AID 1910;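 active = mean activation of at least 10% of the iron chelator positive control signal, with at least half of replicates also reaching 10%; inconclusive = mean and replicate majority disagree about reaching 10%; inactive = mean and most replicates under 10%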
IEC-6 tox = kills IEC-6 intestinal cells in KLF5 counter-screen. IEC-6 cytotoxicity, luminescence viability. inhibition, % at 5 µM. 290,000 compounds, 0.78% hits; in the data active = inhibition above about 22%;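 note: 0% = plate median of test compound wells and 100% = cytotoxic reference compound wells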
aSyn UTR inh = MLPCN primary screen, SNCA 5' untranslated region. alpha-synuclein 5'UTR reporter, inhibitor activity. inhibition, % (tested at 7.5 µM). 300,000 compounds, 0.82% hits. AID 1813; in the data active = inhibition above about 60%; inconclusive = no clear call, values can overlap the other calls;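 note: H4 neuroglioblastoma cells stably carrying SNCA 5'UTR luciferase fusion; 0% = DMSO wells and 100% = positive control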
KLF5 inhibitor = inhibitors of KLF5 expression; DLD-1 KLF5 promoter-luciferase reporter, luminescence; inhibition, % at 5 µM; 290,000 compounds, 0.23% hits;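 active = inhibition above a per-plate limit of that plate's mean compound inhibition plus 3 SD, cut at about 60% in these data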;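 note: 0% = DMSO wells and 100% = LY294002 at 200 µM; higher means less KLF5 promoter-driven luciferase light; inactives centre near -14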
An asterisk follows results filed as active; ? = inconclusive; / = not tested or not shown.

no.	Molecule	GSK3beta inhib	HSF-1 act	aSyn UTR inh	HIF act	HSP90 refold inh	IEC-6 tox	AI-2 QS modul	GSK3A inh	HSF1 inh	KLF5 inhibitor
1	CCOc1ccc(C(=O)NCC(=O)NC(C)c2ccc(-n3ccnc3)cc2)cc1OCC (stereo unspecified)	0	-15	10	0.6	0	3	13	2	0	-6
2	COc1ccccc1NC(=O)N1CCN(S(C)(=O)=O)CC1	-2	-10	1	-0.5	2	-4	8	-1	-2	-15
3	Cc1ccc(N2N=C(c3ccc(F)cc3)CC2c2ccco2)cc1 (stereo unspecified)	1	15	-33	0.2	1	4	14	2	9	-41
4	CCn1c(COc2ccccc2)nnc1SCC(=O)Nc1ccc(N2CCOCC2)cc1	0	8	12	0.2	-1	-4	10	-1	5	12
5	FC(F)(F)Oc1ccc(NC(=S)NCc2ccccc2)cc1	-1	6	-41	0.1	5	0	1	0	-6	-1
6	O=C1CN(c2ccccc2)C(=O)N1	2	-27	6	48*	5	8	26	2	-15	-15
7	CCCCS(=O)(=O)N1CCCC(C(=O)Nc2ccc(Cl)cn2)C1 (stereo unspecified)	-2	3	-12	1.3	-5	6	15	0	-2	-11
8	O=C(CN(CC1CCCO1)C(=O)Cn1nnc(-c2ccc(F)cc2)n1)NC1CCCCC1 (stereo unspecified)	-3	/	/	/	-3	3	20	0	/	9
9	C=C(C)Cn1c(SCC#N)nc2ccccc2c1=O	2	6	23	0.0	-1	-3	35	-1	2	-10
10	O=C1C2C3C=CC(C2C(=O)N1C1CCCCC1)C1C(=O)N(C2CCCCC2)C(=O)C31 (stereo unspecified)	-1	-8	3	0.1	-2	-1	6	6	-2	-8
11	COC(=O)CSc1nnc(CNC(=O)c2cc(OC)c(OC)c(OC)c2)n1C	0	-5	2	0.2	1	-1	6	-2	-3	20
12	O=C(COC(=O)/C=C/c1ccc2c(c1)OCO2)Nc1ccccc1	4	-10	-15	0.4	0	4	20	-3	0	-6
13	Fc1cnc(N/N=C/c2ccc(-c3ccc(Br)cc3)o2)nc1N1CCOCC1	7	10	-1	1.6	-3	-1	29	0	-1	-43
14	C[C@H](NC(=O)c1ccco1)C(=O)Nc1cccc([N+](=O)[O-])c1	0	1	0	-0.8	-2	-2	7	-1	-4	-18
15	CC(C)(C)S(=O)(=O)c1cnc(-c2ccc(Cl)cc2)nc1N	3	47	-114	2.9	-1	5	-6	-2	32	-50
16	COc1ccc(OC)c(S(=O)(=O)CC(O)COc2ccccc2Cl)c1 (stereo unspecified)	1	2	2	-0.1	-5	-6	9	0	6	-3
17	COc1cc(NC(=O)c2ccco2)c(OC)cc1NC(=O)CCC(=O)Nc1cc(C)cc(C)c1	-3	1	1	0.3	-1	2	10	1	-1	-21
18	Cc1ccc(CSc2nnc(NC(=O)Cn3cnc4ccccc4c3=O)s2)cc1	-1	-13	-37	0.3	-6	0	-16	-1	2	-15
19	CC(=O)c1sc2nc(-c3ccc(C)cc3)c3c(c2c1N)CCCC3	2	5	30	0.0	3	-9	22	-1	0	-16
20	CCOC(=O)c1cc(-c2ccccc2)sc1NC(=O)C(C)Sc1nnc(C)s1 (stereo unspecified)	3	6	1	0.0	4	-8	11	-2	-5	4
21	CCOC(=O)c1ccc(NS(=O)(=O)c2ccc3c(c2)n(C)c(=O)n3C)cc1	0	-1	-4	-15	1	4	26	7	-4	-3
22	COc1ccc(OCC(=O)Nc2cccc(OC)c2)cc1	2	-2	0	0.5	1	-6	-44	-3	0	12
23	CCSc1nnc(Cc2cc(=O)[nH]c(=O)[nH]2)n1-c1ccc(Cl)cc1	0	6	-7	-0.1	/	/	7	0	1	/
24	O=C(Nc1ccccc1)c1ccccc1OCc1ccc(F)cc1	0	21	-4	-1.8	-5	-5	31	-2	20	-1
25	O=C(COc1ccc(Br)cc1)NCCO	-2	-3	4	0.4	-1	2	9	0	-1	-5
26	COC(=O)c1cc(NC(=S)NC(=O)c2ccccc2)ccc1N1CCOCC1	-2	2	4	0.6	-2	1	15	0	12	-21
27	CCCCCCCCCn1ccc(=N)cc1	-3	-25	82*	0.6	-4	54*	13	0	-4	72*
28	O=C(COc1ccc(/C=N/NC(=O)c2ccccc2Br)cc1)Nc1ccccc1	4	-14	-25	-1.0	-3	-2	14	4	-5	7
29	Cc1cccc(NC(=O)CSc2nnc(NC(=O)c3ccc(S(=O)(=O)N4CCOCC4)cc3)s2)c1C	0	-4	10	0.6	-5	-3	11	/	-4	8
30	CCn1c(=O)c2sccc2n2c(CCCC(=O)NC3CCN(Cc4ccccc4)CC3)nnc12	0	-3	-2	0.2	-2	-5	10	-1	-5	-24

In the list so far, these have bromine:
no.	Molecule	GSK3beta inhib	HSF-1 act	aSyn UTR inh	HIF act	HSP90 refold inh	IEC-6 tox	AI-2 QS modul	GSK3A inh	HSF1 inh	KLF5 inhibitor
13	Fc1cnc(N/N=C/c2ccc(-c3ccc(Br)cc3)o2)nc1N1CCOCC1	7	10	-1	1.6	-3	-1	29	0	-1	-43
25	O=C(COc1ccc(Br)cc1)NCCO	-2	-3	4	0.4	-1	2	9	0	-1	-5
28	O=C(COc1ccc(/C=N/NC(=O)c2ccccc2Br)cc1)Nc1ccccc1	4	-14	-25	-1.0	-3	-2	14	4	-5	7

Carrying on.
no.	Molecule	GSK3beta inhib	HSF-1 act	aSyn UTR inh	HIF act	HSP90 refold inh	IEC-6 tox	AI-2 QS modul	GSK3A inh	HSF1 inh	KLF5 inhibitor
31	COC(=O)CN1C(=S)N(c2ccc(Cl)cc2)C(=O)C1CC(=O)Nc1ccc(F)cc1 (stereo unspecified)	4	11	-1	1.8	1	3	-11	-1	-6	-7
32	COc1ccc2c(c1)cc(C(O)c1ccccn1)n2S(=O)(=O)c1ccccc1 (stereo unspecified)	1	24	7	0.9	-3	-8	12	-3	5	-41
33	O=C(CCCNC(=O)/C(=C/c1ccc(F)cc1)NC(=O)c1ccccc1)OCc1ccccc1	-1	25	-27	0.2	4	4	10	0	1	-7
34	CCOC(=O)c1cnc2ccc(C)cc2c1NCCO	0	-9	19	-0.4	-2	1	20	/	-7	-19
35	COc1ccc(NS(=O)(=O)c2csc(C(=O)N3CCCC3)c2)c(OC)c1	0	-4	-5	/	-2	1	21	/	-4	-25
36	C=CCNC(=S)NNC(=O)C(CC(C)C)CC(C)O (stereo unspecified)	-6	17	2	-0.2	3	-2	9	12	4	-2
37	CC(C)CCOc1ccc(C(CC(N)=O)C(=O)O)cc1 (stereo unspecified)	1	2	-8	-0.3	-5	-1	15	1	-4	-28
38	CCn1c(Cc2ccccc2)nnc1SC(C)C(=O)NC1CC1 (stereo unspecified)	2	-1	-2	-0.1	/	/	-3	-3	-4	/
39	COc1ccccc1N(CC(=O)N1CCOCC1)S(C)(=O)=O	-1	-1	4	-28	-2	2	-19	0	0	-22
40	COc1ccc(NC(=O)CN(C)C(=O)Cc2ccc(S(=O)(=O)N3CCOCC3)s2)cc1	-5	-4	5	0.2	/	/	10	0	0	/
41	C/C(=N\NC(=O)c1ccc(C(=O)N/N=C(\C)c2ccco2)o1)c1ccco1	-31	7	2	0.2	-2	1	25	6	-11	2
42	Cc1ccc(CC2CC(=O)N(c3ccncc3)C2=O)cc1 (stereo unspecified)	-2	11	21	-0.8	0	3	8	/	7	-4
43	CCSc1ccccc1-c1nc(-c2ccncc2)no1	0	10	-38	3.9	0	2	-10	0	19	-17
44	O=C(COc1c(Cl)cccc1Cl)NN1C(=O)CSC1=S	-1	2	18	0.0	1	-4	9	-8	-7	23
45	CCC(=O)Nc1ccc2nc(C)n(CC(=O)Nc3ccccc3)c(=O)c2c1	1	-27	1	0.0	-1	5	12	1	-15	-18
46	C=C(C)CNC(=S)NNC(=O)CCn1c2cc(Cl)ccc2c2ccc(Cl)cc21	-1	-5	-6	0.1	1	-6	69	-5	2	-24
47	O=C(O)c1ccc(S(=O)(=O)NC2CCCCCC2)cc1	3	17	1	0.0	-2	-3	-5	-2	-1	-8
48	CC1CC(C)CN(C(=O)c2cn(C)c3ccc(S(=O)(=O)N(C)C)cc3c2=O)C1 (stereo unspecified)	2	-6	-19	0.3	0	3	15	-1	-1	3
49	Cc1cc2oc(=O)cc(CN(C)Cc3ccccc3Cl)c2cc1C	0	1	-11	-0.1	2	4	4	1	9	-12
50	C=CCNC(=O)c1c(N)n(-c2cccc(S(N)(=O)=O)c2)c2nc3ccccc3nc12	-7	/	/	/	0	-4	23	2	/	-29
51	COC(=O)C(C(=O)Nc1cccc(Cl)c1C)C1CCCC1 (stereo unspecified)	1	3	-12	-0.3	3	4	35	-1	2	-7
52	Cc1ccc(S(=O)(=O)N(C)c2nonc2C)cc1	2	-10	1	-0.5	-1	-1	17	2	-6	-16
53	CCN(CC)C(=O)CN(c1cc(Cl)ccc1OC)S(=O)(=O)c1ccc(C)c([N+](=O)[O-])c1	-14	0	15	-0.2	1	2	6	-3	2	-4
54	Cc1nnc(SCC(=O)NC(C)c2ccccc2)[nH]c1=O (stereo unspecified)	-1	-1	22	-0.4	-3	2	16	-3	-8	8
55	O=C(Nc1nnc(-c2ccco2)o1)c1ccc(Cl)cc1	3	-6	-12	0.8	-5	4	?	-4	3	-38
56	c1ccc2c(c1)CCc1snnc1-2	-1	1	16	1.5	-2	3	2	-2	-5	-19

Single records, as listed above. Values in the order: GSK3beta inhib | HSF-1 act | aSyn UTR inh | HIF act | HSP90 refold inh | IEC-6 tox | AI-2 QS modul | GSK3A inh | HSF1 inh | KLF5 inhibitor
Profile of CCn1c(=O)c2sccc2n2c(CCCC(=O)NC3CCN(Cc4ccccc4)CC3)nnc12 = 0 | -3 | -2 | 0.2 | -2 | -5 | 10 | -1 | -5 | -24
Profile of COC(=O)c1cc(NC(=S)NC(=O)c2ccccc2)ccc1N1CCOCC1 = -2 | 2 | 4 | 0.6 | -2 | 1 | 15 | 0 | 12 | -21
Profile of Cc1cc2oc(=O)cc(CN(C)Cc3ccccc3Cl)c2cc1C = 0 | 1 | -11 | -0.1 | 2 | 4 | 4 | 1 | 9 | -12
Profile of CCSc1ccccc1-c1nc(-c2ccncc2)no1 = 0 | 10 | -38 | 3.9 | 0 | 2 | -10 | 0 | 19 | -17
Profile of Fc1cnc(N/N=C/c2ccc(-c3ccc(Br)cc3)o2)nc1N1CCOCC1 = 7 | 10 | -1 | 1.6 | -3 | -1 | 29 | 0 | -1 | -43

With a hit mark in KLF5 inhibitor, of those listed so far:
no. | Compound | GSK3beta inhib | HSF-1 act | aSyn UTR inh | HSP90 refold inh | AI-2 QS modul | GSK3A inh | HSF1 inh | KLF5 inhibitor
27 | CCCCCCCCCn1ccc(=N)cc1 | -3 | -25 | 82* | -4 | 13 | 0 | -4 | 72*
